SIAH1 antagonists: Siah-1 peptide-binding antagonists, primary screen, biochemical, fluorescence polarization, rhodamine-plectin, uHTS (AID 1817); one-dose displacement, % at 20 µM; IC50 in µM for titrated hits; 0.02% of 290,000 active; Siah-1 / rhodamine-plectin peptide fluorescence polarization; higher % means a stronger effect;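 active = displacement of at least 50% at 20 µM, with a fluorescence ratio check between 0.3 and a set limit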;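 note: plate controls were Siah plus tracer with DMSO for no effect and tracer alone without Siah for full effect; strong numbers were not always called active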
K1F lysis inhibition: inhibition of K1F phage lysis, E. coli UTI89, bacterial capsule biogenesis inhibitors, alamar blue (AID 488966); E. coli UTI89 K1F phage lysis, alamar blue, 2 h; higher % means a stronger effect; inhibition, % at 100 µM, or IC50 in µM where a hit was titrated; 0.02% of 340,000 active;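 active = phage lysis inhibition, versus mean bacterial control, above a set limit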;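 note: capsule biogenesis inhibitors block K1F phage lysis so surviving cells raise fluorescence; higher fluorescence means more inhibition of phage lysis; actives were called in the ten point dose series up to 300 µM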
Lipid droplet: hepatic lipid droplet formation modulation; AML12 mouse hepatocytes, oleate lipid droplets, BODIPY imaging; inhibition, % at 6.5 µM; 0.4% of 240,000 active; AID 1656;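 active = lipid droplet intensity inhibited by at least 50%, with more than 500 cells counted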
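Assay system: AML12 mouse liver cells | Compound dosing: One dose, 6.5 µM compound | Read-out basis: Droplet intensity reduction, % inhibition | Measured by: Fluorescence imaging, 20x objective, two fields per well | Schedule: Overnight treatment with compound plus oleate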
Lipid droplet cells 6.5 µM: further read-out of Lipid droplet, marked with its call; cell count; measured here: cell count, cytotoxicity flag;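 cells counted across two imaged fields per well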
* hit, by the source's call; i = inactive; [ ] = another dose, or the depositor's remark.

smiles,Lipid droplet cells 6.5 µM,K1F lysis inhibition,SIAH1 antagonists,Lipid droplet
CCOC(=O)c1cc(CC)sc1NC(=O)COC(=O)C1CCC1,843,0.2%[50 µM],-1%,-2
CCCSCCCNC(=O)c1ccccc1NC(=O)C1=CSCCO1,651,0.2%,4%,12
CCN(CC)c1nc2c(c(=O)n(C)c(=O)n2C)n1CCCc1ccccc1,776,-0.2%,2%,-10
Cc1cccc(NC(=O)CCc2c(C)nn(-c3ccc(N4CCCCC4)nn3)c2C)c1,694,0.2%,0%,-43
CCOc1ccc(Nc2nc(N(C)c3ccccc3)nc(N)c2[N+](=O)[O-])cc1,829,0.0%,2%,8
Cc1ccccc1-n1ncc2c1CC(C)(C)CC2NC(=O)c1ccncc1 (stereo not given),702,0.1%,2%,-4
CC(=O)Nc1ccc(N/C=C/C(=O)c2ccc(Cl)cc2)cc1,783,-1.8%,3%,0
CCCOc1ccccc1/C=C(\C#N)C(=O)Nc1cccc(C)n1,790,2.0%[50 µM],-7%,4
COc1ccc(C(=O)N=C2SC3CS(=O)(=O)CC3N2Cc2ccc(F)cc2)cc1 (stereo not given),670,0.4%,-2%,-1
O=C(NCCCc1ccc(F)cc1)C1CCC(=O)N(CCCN2CCCC2=O)C1 (stereo not given),769,0.4%,0%,-7
CCCCNC(=O)c1ccc2c(c1)N(C)C(=O)c1ccccc1S2,777*,0.1%,2%,78*
Cc1cc(C)c(C)c(OCC(=O)N2CCN(c3ccccn3)CC2)c1,803,0.4%[50 µM],-2%,-16

Structures from the list above with a halogen, in the order listed:
smiles,Lipid droplet cells 6.5 µM,K1F lysis inhibition,SIAH1 antagonists,Lipid droplet
CC(=O)Nc1ccc(N/C=C/C(=O)c2ccc(Cl)cc2)cc1,783,-1.8%,3%,0
COc1ccc(C(=O)N=C2SC3CS(=O)(=O)CC3N2Cc2ccc(F)cc2)cc1 (stereo not given),670,0.4%,-2%,-1
O=C(NCCCc1ccc(F)cc1)C1CCC(=O)N(CCCN2CCCC2=O)C1 (stereo not given),769,0.4%,0%,-7

Next section
smiles,Lipid droplet cells 6.5 µM,K1F lysis inhibition,SIAH1 antagonists,Lipid droplet
CCCN1C2CCCC1CC(NC(=O)c1cccc(Cl)c1)C2 (stereo not given),766,0.3%,-1%,-25
C/C(=N\Nc1nc(C)cc(-c2ccccc2)n1)c1ccccc1,828,-1.8%,0%,1
CC(C)c1ccc(NC(=O)CN2C(=O)COc3ccc(S(=O)(=O)N4CCOCC4)cc32)cc1,757,-1.9%,-2%,-1
CN(CC(=O)NCCc1ccc(S(N)(=O)=O)cc1)Cc1ccc(Cl)cc1Cl,791,-0.1%,-7%,-7
NC(=O)CCN(C1CCCCC1)S(=O)(=O)c1cccc2nsnc12,723,-0.3%,10%,-10
CCN(CC)CCCCNc1ncc2cc(-c3cc(OC)cc(OC)c3)c(NC(=O)NC(C)(C)C)nc2n1,737,3.1%,2%,-2
COc1cccc(CNC(=O)c2cccs2)c1,747,0.3%,-4%,-20
CCCc1cc(=O)oc2cc(OCC(=O)NCCCn3ccnc3)c(Cl)cc12,716,0.3%,-1%,-13
COc1ccc(N2C(=O)CC(N3CCN(c4cccc(Cl)c4)CC3)C2=O)cc1 (stereo not given),840,0.2%,5%,3
Fc1ccc(-c2ccc(CNCc3ccccn3)o2)cc1Cl,792,1.2%,9%,-8
C/C(=N\NC(=O)c1ccccc1F)c1ccccn1,520,-1.5%[50 µM],-5%,-79
CC(C)CNC(=O)c1cccc2c1-c1ccccc1C2=O,823,0.2%,-3%,-5
COc1ccc(CCC(C)N2CCC(CO)(Cc3ccccc3)CC2)cc1 (stereo not given),841,-0.3%,-3%,-4
CC1CN(C(=O)CCCN2C(=O)c3ccccc3C2=O)CC(C)O1 (stereo not given),825,0.1%,-2%,0
Cc1c(C)n(Cc2ccccc2)c2ncnc(NCCO)c12,780,0.1%,3%,1
Cc1ccc(NC(=O)Cn2nnc(C(=O)NCc3cccs3)c2N)cc1Cl,699,2.4%,3%,2
CCOc1ccc(NC(=O)CN2CCN(Cc3c(F)cccc3F)CC2)cc1,845,1.0%,-2%,9
CN(CC(=O)Nc1ccccc1Cl)C(=O)COC(=O)c1ccc(Cl)cc1[N+](=O)[O-],839,0.0%,0%,7
O=C(CCN1C(=O)/C(=C/c2ccc3c(c2)OCO3)SC1=S)Nc1cccc(C(=O)O)c1,890,0.0%,3%,-5
CCN1CCC(NCCc2ccc(F)cc2)CC1,862,-1.7%,6%,1
O=C(NCCn1cccn1)C1CCC(=O)N(CC2CCCCC2)C1 (stereo not given),852,0.2%,3%,5
Cc1ccnc(SCC(=O)N2CCc3ccccc32)n1,860,2.0%,9%,1
CCc1ccc(NC(=O)CSc2nnnn2-c2cccnc2)cc1,847,-0.4%[50 µM],-4%,9
COc1ccc(-n2c(SC(C)C(=O)Nc3ccc(NC(C)=O)cc3)nc3ccccc3c2=O)cc1OC (stereo not given),786,0.1%,-2%,-22
O=C(NC1CCN(S(=O)(=O)c2cccc(F)c2)CC1)c1ccc(F)cc1,766,0.2%,3%,-9
COc1ccc(N2C(=O)Cc3ccccc3C2=O)cc1,661,-0.1%,5%,3
CCCOc1ccccc1C(=O)Nc1ccc(S(=O)(=O)N2CCN(C)CC2)cc1,815,0.2%,4%,-6
C=CCNC(=S)N1CCC(Cc2ccccc2)CC1,868,-0.1%,6%,-2
CN(CC(=O)Nc1cccc(F)c1)C(=O)c1cn(-c2ccccc2)nc1-c1cccs1,637,1.6%[50 µM],0%,-6
CCN(CC)CCn1c(NC(=O)c2ccc(C)cc2)nc2ccccc21,785,0.2%,6%,-15
Cc1ccc(CCNC(=O)CN2C(=O)COc3ccc(S(=O)(=O)N4CCCCC4)cc32)cc1,703,0.1%,4%,-4
CCCC(=O)N(c1ccc2oc(C)c(C(C)=O)c2c1)S(=O)(=O)c1ccc(C(=O)O)cc1,799,-0.2%,2%,-3
CCOc1ccc(CN2CCN(c3ncnc4scc(-c5ccccc5)c34)CC2)cc1,821,0.8%[50 µM],-2%,-16
O=C(Nc1ccc(S(=O)(=O)NC2=NCCCCC2)cc1)c1ccc(C(F)(F)F)cc1,688,-1.0%[50 µM],11%,-34
Cc1cccc(NC(=O)CCC2CCN(Cc3nccs3)CC2)c1,713,0.3%,-2%,14
CCOc1ccc(S(=O)(=O)c2c[nH]c3ccccc3c2=O)cc1,817,0.1%,8%,-10
COc1ccc([N+](=O)[O-])cc1N(CC(O)CN1CCOCC1)S(=O)(=O)c1ccccc1 (stereo not given),800,-0.1%,-6%,-31
CCN1CCCC1CNS(=O)(=O)c1ccc(F)c(Cl)c1 (stereo not given),836,0.2%,3%,-11
O=C(Nc1ccccc1N1CCN(C(=O)c2ccc(Cl)cc2)CC1)c1cccc(F)c1,711,0.6%,8%,-4
COC(=O)c1ccc(NC(=O)c2ccc3nsnc3c2)cc1,833,0.2%,2%,6
CCOc1ccccc1NC(=O)Cn1c(=O)oc2cc(Cl)ccc21,698,-1.2%[50 µM],-2%,2
CC1(C)CC(NS(=O)(=O)c2ccc(S(N)(=O)=O)cc2)CC(C)(C)N1,864,0.5%,1%,4
COC(=O)c1cc(C(=O)NCc2ccc3c(c2)OCO3)cc([N+](=O)[O-])c1,751,-1.0%,4%,-10
COc1ccccc1CN1C(=NC(=O)C2CCCCC2)SC2CS(=O)(=O)CC21 (stereo not given),766,0.1%,4%,-14
COc1ccccc1N(CC(=O)NCCSCc1ccccc1Cl)S(C)(=O)=O,407,0.4%[50 µM],1%,-5
Cc1nc(C)n(CCNC(=O)c2ccco2)n1,828,0.1%,-3%,3
COc1ccc(OC)c(CCNC(=O)c2cccc(NC3=NC4CS(=O)(=O)CC4S3)c2)c1 (stereo not given),786,i,0%,-6
CC1CN(C(=O)CCC(=O)NCc2ccc(Cl)cc2)c2ccccc2O1 (stereo not given),756,0.7%,-4%,2

Record cards, as listed above. Screens in order: Lipid droplet cells 6.5 µM | K1F lysis inhibition | SIAH1 antagonists | Lipid droplet
Record of `CCOc1ccccc1NC(=O)Cn1c(=O)oc2cc(Cl)ccc21` : 698 | -1.2%[50 µM] | -2% | 2
Record of `COc1ccccc1N(CC(=O)NCCSCc1ccccc1Cl)S(C)(=O)=O` : 407 | 0.4%[50 µM] | 1% | -5
Record of `COc1ccc(OC)c(CCNC(=O)c2cccc(NC3=NC4CS(=O)(=O)CC4S3)c2)c1` (stereo not given) : 786 | i | 0% | -6
Record of `COc1ccccc1CN1C(=NC(=O)C2CCCCC2)SC2CS(=O)(=O)CC21` (stereo not given) : 766 | 0.1% | 4% | -14
Record of `Cc1nc(C)n(CCNC(=O)c2ccco2)n1` : 828 | 0.1% | -3% | 3

(more compounds)
smiles,Lipid droplet cells 6.5 µM,K1F lysis inhibition,SIAH1 antagonists,Lipid droplet
NS(=O)(=O)c1ccc(S(=O)(=O)N2CCN(C3CCCC3)CC2)cc1,786,0.1%,-1%,-12
Cc1ccc(CN2CCC(CNC(=O)c3ccc(NC(=O)C4=CSCCO4)cc3)CC2)cc1,721,-0.1%,-7%,-3
CC(=O)Nc1ccc(N(C(=O)c2ccco2)C(C(=O)NC2CCCCC2)c2ccccc2)cc1 (stereo not given),858,0.0%,1%,-1
COc1ccc(C(=O)N2CCN(Cc3ccccc3)CC2)cc1[N+](=O)[O-],830,0.5%,3%,-2
COc1ccc(C(=O)OCC(=O)Nc2cccc(C(C)=O)c2)c(OC)c1OC,747,0.3%,3%,-13
O=C(CCc1nnc2ccc(NCc3ccco3)nn12)Nc1ccc(F)cc1,684,0.0%,-1%,10
CC1(C)CC(NC(=O)c2cccc(Cl)c2)CC(C)(C)N1,769,0.1%,-2%,-36
CC(Sc1nc(N2CCOCC2)c2c(c1C#N)CC(C)(C)OC2)C(=O)O (stereo not given),404,-0.2%[50 µM],3%,22
Cc1ccc2c(c1)N(CC(=O)NC1CCCC1)C(=O)CO2,819,-0.3%,-2%,-15
CC(=O)c1cccc(NC(=O)c2cc(C)nn2-c2ccccc2)c1,416,0.0%,6%,3
CCOc1ccc(C(=O)Nc2c(C(=O)N3CCC(N4CCCCC4)CC3)oc3ccccc23)cc1,639,0.1%,4%,24
O=C(Nc1ccccc1)c1ccccc1NC(=O)[C@H]1CCCC[C@H]1C(=O)O,816,0.1%,6%,-10
Cc1c(Cl)cccc1NC(=O)CSc1nnc(C)n1CC1CCCO1 (stereo not given),849,0.0%,-3%,-14
Cc1ccc(N(CC(=O)N2CCCC2)S(C)(=O)=O)cc1C,847,1.2%,-2%,9
COc1ccc(Cc2nc3ccc(C(=O)NCC4COCCO4)cc3o2)cc1OC (stereo not given),767,0.5%,0%,11
COCc1nnc(NC(=O)c2ccc(S(=O)(=O)N3CCCC3)cc2)o1,857,0.1%,-2%,7
COc1ccc(NC(=O)c2ccccc2NS(=O)(=O)c2ccc(CNC(C)=O)cc2)c(OC)c1,803,0.0%,2%,18
COc1ccccc1NC(=O)C(C(C)C)N1C(=O)c2ccccc2C1=O (stereo not given),856,0.6%,-5%,2
O=C(CSc1nnc(CNC(=O)c2ccc(F)cc2)o1)NCc1ccccc1Cl,826,0.2%,15%,-4
O=C(CSc1nnc(-c2ccccc2Cl)o1)N1CCCC1,790,0.5%,2%,9
CCCC(=O)C1=C(N(C)c2ccccc2)CC(C)(C)CC1=O,834,0.3%,2%,-2
COc1cccc(N2C(=NC(=O)COc3ccccc3)SC3CS(=O)(=O)CC32)c1 (stereo not given),730,3.0%,6%,-7
COc1ccc(OC)c2nc(-c3ccncc3)ccc12,702,-0.2%,10%,2
Cc1nnc(N/N=C/c2ccccc2C(F)(F)F)n1N,863,0.1%,10%,-4

Bioassay records deposited in PubChem by several laboratories.

Some of the compounds tested (hit frequency here may not be typical).
